# Screening results as filed in PubChem BioAssay.
# RPL19A-GFP yeast: yeast TOR pathway RPL19A-GFP modulation; percent response vs DMSO, % at 10 µM; S. cerevisiae RPL19A-GFP strain, flow cytometry, 3 h; active compounds read low; actives 0.3% (n = 330,000);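 active means percent response vs DMSO below 50%; inconclusive means fewer than 70 events counted for the yeast strain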;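 further: median channel GFP fluorescence of the barcoded RPL19A-GFP strain; ratio of sample median GFP to plate DMSO average so 100% = DMSO; lower means less RPL19A-GFP as with rapamycin TOR inhibition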
# LAP4-GFP MLPCN: yeast TOR pathway LAP4-GFP modulation | S. cerevisiae LAP4-GFP multiplex, flow cytometry GFP, 3 h; median GFP as percent of DMSO wells | GFP response vs DMSO, % at 10 µM | actives 0.34% (n = 320,000);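 active means GFP response vs DMSO above a set limit, about the screen mean plus 3 SD, cut at about 150% in these data; inconclusive means under 70 cell events counted for the yeast strain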
# CIT2 TOR yeast: yeast TOR pathway CIT2-GFP modulation | actives 0.065% (n = 320,000) | AID 2029 | GFP response vs DMSO, % at 10 µM | S. cerevisiae CIT2-GFP strain, flow cytometry, 3 h; 100 means same as DMSO wells;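 active means GFP response relative to DMSO above a set limit, near the screen mean plus 3 SD, cut at about 150% in these data; inconclusive means Fewer than 70 cells measured for a yeast strain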;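 further: ratio of well median GFP fluorescence to mean of DMSO wells on the plate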
# procasp7 counter: counter-screen: procaspase-7 (human) activation; P55210; actives 0.093% (n = 330,000); activation, % at 8.5 µM; recombinant procaspase-7, Ac-DEVD-pNA absorbance 405 nm; D23A/D198A/D206A triple mutant, cannot self-cleave; scale: DMSO 0, 5 µM enzyme 100;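 active means percent activation above the screen-wide mean plus 3 SD, cut at about 25% in these data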
#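 Detection: p-Nitroaniline absorbance at 405 nm, read at 0 and 120 min; system: Uncleavable procaspase-7 mutant enzyme; evaluation: % activation from two-timepoint absorbance difference, scaled to controls; times: 1 h enzyme–compound preincubation and 2 h substrate reaction, both 25 °C; buffer or medium: Zinc-free HEPES pH 7.4 with 300 mM NaCl, 0.01% Triton X-100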
# MEP2 TOR yeast: modulators of TOR pathway MEP2-GFP in S. cerevisiae | S. cerevisiae MEP2-GFP strain, flow cytometry GFP, 3 h; 100% = DMSO control level | GFP response vs DMSO, % at 10 µM | actives 0.51% (n = 330,000) | AID 2016;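 active means GFP response versus DMSO above a set limit, roughly screen mean plus 3 SD, cut at about 180% in these data; inconclusive means fewer than 70 cells counted for a yeast strain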;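 further: median GFP fluorescence of the barcode-gated MEP2-GFP cells per well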
# AGP1 TOR yeast: yeast TOR pathway AGP1-GFP modulation. S. cerevisiae AGP1-GFP multiplex flow cytometry, 3 h; GFP as percent of DMSO wells. GFP response vs DMSO, % at 10 µM. actives 0.02% (n = 320,000);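 active means GFP response relative to DMSO above a set limit, near screen average plus 3 SD, cut at about 150% in these data; inconclusive means fewer than 70 cells counted for the yeast strain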;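 further: median GFP channel fluorescence of the gated AGP1 strain per well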
# procasp3 activ: activators of human procaspase-3. activation, % at 8.5 µM. P42574. recombinant procaspase-3 D3A, Ac-DEVD-pNA absorbance 405 nm. actives 0.11% (n = 330,000);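 active means activation above the mean of all tested compounds plus 3 SD, cut at about 21% in these data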;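 further: 0% = DMSO alone and 100% = DMSO wells spiked with extra 5 µM PC-3 D3A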
#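 System: Procaspase-3 D3A mutant. Medium: Zinc-free 300 mM NaCl, 50 mM HEPES, 0.01% Triton X-100. Schedule: 1 h preincubation plus 2 h reaction at 25 °C. Measured by: 405 nm absorbance of p-nitroaniline, reads at 0 and 120 min. Read-out: percent activation relative to control range.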
# AHR activator: activates the human aryl hydrocarbon receptor; activation, % at 5 µM; AHR-responsive luciferase reporter cells, luminescence; AID 2796; actives 2.5% (n = 320,000); P35869; in the data active means activation above about 47%;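 further: 0% = vehicle wells and 100% = reference agonist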
# Target sequence (P35869 whole entry, looked up): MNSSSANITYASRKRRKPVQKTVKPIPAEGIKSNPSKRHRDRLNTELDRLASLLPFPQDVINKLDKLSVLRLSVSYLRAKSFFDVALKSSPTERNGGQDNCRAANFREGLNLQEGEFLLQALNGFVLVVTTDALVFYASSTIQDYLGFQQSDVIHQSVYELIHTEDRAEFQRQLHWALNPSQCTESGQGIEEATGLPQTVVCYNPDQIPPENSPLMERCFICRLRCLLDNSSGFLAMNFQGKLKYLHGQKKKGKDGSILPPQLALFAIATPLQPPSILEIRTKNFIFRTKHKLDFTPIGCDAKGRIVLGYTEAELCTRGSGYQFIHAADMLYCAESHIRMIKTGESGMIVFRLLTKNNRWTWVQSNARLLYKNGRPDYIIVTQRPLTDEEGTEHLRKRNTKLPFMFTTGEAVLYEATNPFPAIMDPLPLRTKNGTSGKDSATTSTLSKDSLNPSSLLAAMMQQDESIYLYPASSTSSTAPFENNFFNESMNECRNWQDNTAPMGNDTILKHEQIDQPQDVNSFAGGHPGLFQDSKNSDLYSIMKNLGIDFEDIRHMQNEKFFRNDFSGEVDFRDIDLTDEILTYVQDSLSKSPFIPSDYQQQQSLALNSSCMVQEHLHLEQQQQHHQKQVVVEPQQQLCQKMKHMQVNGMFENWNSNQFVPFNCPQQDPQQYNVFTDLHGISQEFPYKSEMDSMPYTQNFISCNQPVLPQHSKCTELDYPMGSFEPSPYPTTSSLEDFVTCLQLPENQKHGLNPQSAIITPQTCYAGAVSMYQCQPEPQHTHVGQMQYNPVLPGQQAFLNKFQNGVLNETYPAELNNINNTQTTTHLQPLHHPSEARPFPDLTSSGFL
# Active calls of the source: *; ? = inconclusive; . = not tested or not shown; [ ] = remark or other dose.
# Screens in order – RPL19A-GFP yeast	LAP4-GFP MLPCN	CIT2 TOR yeast	procasp7 counter	MEP2 TOR yeast	AGP1 TOR yeast	procasp3 activ	AHR activator
COc1ccc(NC(=O)Cn2nnc(-c3ccccc3NC(=O)C3CC3)n2)cc1
  102	108	104	6	105	105	5	4
CCCOc1ccc(OCCCCNC(C)CC)cc1 (stereo not drawn)
  101	101	107	-9	102	104	4	3
COC(=O)CSc1nnc(-c2ccc(S(=O)(=O)N3CCC(C)CC3)cc2)o1
  100	101	77	-5	99	74	1	1
CN(C)CCOc1ccc(Cl)cc1C(C)(C)C
  103	100	90	-1	95	101	-6	2
COc1cccc(C2c3[nH]c4ccccc4c3CCN2C(=O)c2ccccc2F)c1OC (stereo not drawn)
  100	87	98	9	91	96	-4	6
Cc1c(Cl)cccc1Nc1nc(N)nc(CN2CCc3ccccc3C2)n1
  88	84	84	2	90	.	-6	13
CS(=O)(=O)N(CC(=O)Nc1cccc(F)c1)c1cccc([N+](=O)[O-])c1
  100	100	108	8	105	96	7	4
CCn1c2ccccc2c2cc(/C=N/n3cn[nH]c3=S)ccc21
  90	160*	83	-1	87	91	-4	14
COc1ccc(CN2CC(=O)N3[C@H]4c5cc(C)ccc5OC[C@@H]4[C@H](c4ccccc4)[C@]3(C)C2=O)cc1
  101	83	80	-6	89	76	4	-1
COc1ccc([C@@H]2COc3c(ccc4c3C=CC(C)(C)O4)C2)c(OC)c1
  97	106	96	8	107	103	-2	-1
Cc1ccc(CCNC(=O)C2CC(c3cc(C(F)(F)F)cc(C(F)(F)F)c3)=NO2)cc1 (stereo not drawn)
  98	125	88	1	95	87	6	-4
CCN1CCN(c2nc(-c3ccccc3)c3ccccc3n2)CC1
  96	86	96	-7	90	90	0	4
Cc1ccc(NC(=O)Nc2ccc(F)cc2F)c(OC(F)F)c1
  100	92	75	10	99	98	9	-1
O=C(O)c1ccc(/C=C2\SC(=S)N(NC(=O)c3ccccc3[N+](=O)[O-])C2=O)cc1
  101	90	93	.	105	94	.	.
CC(=O)N1N=C(c2ccco2)CC1c1ccc(Br)cc1 (stereo not drawn)
  103	97	99	6	100	99	4	0
O=C(NC(Cc1c[nH]c2ccccc12)C(=O)O)/C(=C/c1ccco1)NC(=O)c1ccccc1 (stereo not drawn)
  99	109	108	-7	97	105	-12	21
COc1ccc(OCc2nnc(SCC(=O)c3c(N)n(C)c(=O)n(C)c3=O)n2-c2ccccc2F)cc1
  96	92	101	10	95	99	8	25
O=C(NCc1ccc(OC(F)(F)F)cc1)C1CC(c2ccc(C(F)(F)F)cc2)=NO1 (stereo not drawn)
  98	93	95	-3	96	102	2	0
Cc1cc(N)n(-c2ccc(C(=O)O)cc2)n1
  104	103	97	2	94	96	11	-1
CC1=NNC(=O)/C1=C\c1cn(-c2ccccc2)nc1-c1ccc(Cl)cc1
  ?	?	?	-6	?	?	-5	1
CC(=O)OCC1=C(C(=O)O)N2C(=O)[C@@H](NC(=O)Cc3cccs3)[C@H]2SC1
  16*[may fluoresce violet]	113[may fluoresce violet]	?	-11	329*[may fluoresce violet]	?	-6	1
O=S(=O)(Nc1nccs1)c1ccc(NCc2cc(Br)cc(Br)c2O)cc1
  93	109	90	0	93	100	3	2
Cc1ccc(C(=O)N2CC(=O)NC(=O)C2)cc1
  99	97	104	-6	102	105	0	-1
COc1ccccc1C(=O)NNC(=O)c1ccc(NC(=O)CC(C)C)cc1
  111	108	113	24	103	108	-3	13
CC1=CC2=NC(=O)/C(=C\c3cccn3CCOc3cccc(C)c3)C(=N)N2O1
  94	122	77	0	96	88	2	18
O=C(NC1CCC(O)CC1)c1ccccc1OCc1ccc(F)cc1 (stereo not drawn)
  109	72	120	0	100	91	-6	2
CCN(CC)CCOc1ccccc1OC
  109	107	111	5	102	117	8	-2
CCOC(=O)C1CCCN(Cc2ccc3c(c2)OCO3)C1 (stereo not drawn)
  98	100	93	2	99	102	-6	-5
O=C(c1cc(-c2cccs2)on1)N1CCN(c2ccccc2)CC1
  97	101	95	1	95	93	-9	3
O=C(CN(Cc1ccco1)C(=O)c1cccc(Cl)c1)Nc1c(Cl)cc(Cl)cc1Cl
  97	102	98	-3	100	100	0	4
COc1ccc(NC(=O)C2CCN(S(=O)(=O)c3ccc(OC)c(OC)c3)CC2)c(OC)c1
  85	96	96	4	179*	85	5	-3
COc1cccc(C(=O)Nc2nnc(S(=O)(=O)N3CCCC3)s2)c1
  101	105	106	1	110	102	0	3
CC1=CC(C)(C)N(C(=O)CN2C(=O)CCC2=O)c2ccccc21
  91	98	96	-5	102	85	4	4
COc1ccc(N(CC(=O)NCCc2ccccc2)C(=O)CCC(=O)Nc2nccs2)cc1
  93	101	92	2	97	93	-3	3
C=CCOc1cccc(C2/C(=C(\O)c3ccc4c(c3)OCCO4)C(=O)C(=O)N2Cc2cccnc2)c1 (stereo not drawn)
  101	95	98	-18	107	96	-3	2
c1coc(Cn2c(SCc3nc4ccccc4[nH]3)nnc2-c2cnccn2)c1
  111	113	101	-6	104	113	-3	14
Cn1c(CO)cnc1SCc1ccc(Cl)cc1
  93	93	97	2	98	94	7	1
CC(=O)C(C)Oc1cc(C)cc2oc(=O)c(C)c(C)c12 (stereo not drawn)
  93	99	85	1	93	90	-1	2
CCOC(=O)C1=C(CSc2nc(CC)c(C)cc2C#N)OC(N)=C(C#N)C1c1ccccc1 (stereo not drawn)
  97	103	82	-4	95	92	-22	6
Cn1c(CCNC(=O)c2cccs2)n[nH]c1=S
  103	81	103	9	96	98	-3	0
Cc1cc2oc(C(=O)Nc3ccc(S(=O)(=O)Nc4onc(C)c4C)cc3)cc(=O)c2cc1Cl
  100	104	104	0	101	99	0	1
CCOC(=O)N1CCC(NC(=O)c2cc(COc3ccccc3SC)on2)CC1
  101	101	100	7	104	101	10	-2
Cn1ncc(Oc2ccc([N+](=O)[O-])cc2)c(Cl)c1=O
  84	82	77	0	96	90	-2	0
Cc1cc(NC(=O)COC(=O)CNS(=O)(=O)c2c(F)cc(F)cc2Br)no1
  99	92	101	6	97	100	0	0
COC(=O)[C@]1(CC(C)C)N[C@H](c2ccc(-c3ccc(OC)cc3)cc2)[C@@H]2C(=O)N(C)C(=O)[C@@H]21
  99	118	100	0	93	83	1	0
Cc1ccccc1Nc1nnc(SCc2cc(=O)n3ccsc3n2)s1
  108	107	101	-8	114	117	-3	6
CC(=O)Oc1ccc2c(C)cc(=O)oc2c1C(=O)c1ccccc1
  106	113	115	-8	104	112	1	7
CCCCN(C(=O)c1ccccc1OCc1ccc(F)cc1)c1c(N)n(CCC)c(=O)[nH]c1=O
  98	96	97	1	94	93	-11	3
Cc1ccnc2ccc(-c3nc4ccccc4o3)cc12
  85	109	90	18	98	90	11	87*
COC(=O)c1ccc(COc2ccc(/C=N/Nc3cccc(C(=O)O)c3)cc2)cc1
  94	103	92	-2	95	98	2	1

# (listing goes on)
# Screens in order – RPL19A-GFP yeast	LAP4-GFP MLPCN	CIT2 TOR yeast	procasp7 counter	MEP2 TOR yeast	AGP1 TOR yeast	procasp3 activ	AHR activator
CC(C)(C)C1CCC2(CC1)CC(=O)c1ccccc1O2 (stereo not drawn)
  104	101	101	3	107	106	6	1
CCOC(=O)N1CCC(NC(=O)C2CCCN(Cc3nc(-c4ccc(CC)cc4)oc3C)C2)CC1 (stereo not drawn)
  96	91	90	-9	97	97	1	7
CCCC(=O)Nc1c(-c2ccccc2)c(=O)c(C)nn1-c1ccccc1
  96	.	.	4	102	.	-8	0
CC(=O)OCC(=O)Nc1ccc(N=Nc2ccccc2)cc1
  101	104	96	9	104	92	2	1
COc1ccc(CNC(=O)C(c2ccco2)N(C(=O)c2ccccn2)c2ccccc2)cc1 (stereo not drawn)
  98	78	88	2	92	89	2	8
c1ccc(-c2nc(NCc3cccs3)c3ccccc3n2)cc1
  99	112	99	-2	103	102	-6	13
CCOc1cccc2cc(-c3cn4cc(C)ccc4n3)c(=O)oc12
  96	103	90	1	97	94	3	0
O=C(Nc1ccnn1C1CCN(C(=O)c2cccc(C(F)(F)F)c2)CC1)C1CC1
  104	65	102	.	97	90	.	.
CCSC1=NC(C)(C)C=C(/C=C/c2ccc(Cl)cc2Cl)N1
  102	109	100	-7	96	102	-3	4
O=C(NC1CC1)c1ccc2c(c1)S(=O)(=O)c1cc(Cl)ccc1C2=O
  96	104	99	1	97	99	2	4
CCC1CCCCN1CCN1C(=O)C2C(C(=O)Nc3cccc(OC)c3)C3C=CC2(O3)C1C(=O)NC1CCCCC1 (stereo not drawn)
  54[may fluoresce violet]	83[may fluoresce violet]	?	3	560*[may fluoresce violet]	19[may fluoresce violet]	-8	0
CCN=c1sc2ccccc2n1CC(O)COc1ccccc1 (stereo not drawn)
  93	97	87	-3	90	94	-3	-2
O=C1NN(c2ccccc2)C(=O)/C1=C\c1cccc(OC(=O)c2cccs2)c1
  .	105	98	1	76	95	3	0
O=C(O)Cc1ccc(S(=O)(=O)Nc2ccccc2C(=O)O)cc1
  99	103	92	10	99	101	-2	0
c1cc2c3c(cccc3c1)C(N1CCCCC1)=N2
  101	90	98	-4	98	103	-9	26
CCC1CCCCN1C(=O)c1ccccc1OC1CCN(S(C)(=O)=O)CC1 (stereo not drawn)
  96	83	82	12	91	85	-3	-2
Cc1ccc(SCc2ccc(C(=O)NCc3cccnc3)cc2)cc1
  103	99	97	-5	101	98	10	0
Cc1nn(CCCNC(=O)C2CCCO2)cc1Br (stereo not drawn)
  110	105	102	4	109	108	0	1
CCCCn1c(N)c(N(CCOC)C(=O)c2cc3c(s2)CCCCC3)c(=O)[nH]c1=O
  98	97	99	1	101	104	6	0
Cc1ccc(-n2ncc(C(=O)O)c2C2CCN(C(=O)OC(C)(C)C)CC2)cc1
  97	101	103	-3	107	100	-8	3
Cc1ccc2c(COC(=O)C3CSC4(C)CCC(=O)N34)cc(=O)oc2c1C (stereo not drawn)
  101	104	108	-5	105	103	-11	2
CC1CCCN(C(=O)CNC(=O)Cn2ccc3ccccc3c2=O)C1 (stereo not drawn)
  100	97	98	4	93	101	6	-2
COc1ccc(NC(=O)CC2CC3CCC2C3)cc1S(=O)(=O)N1CCOCC1 (stereo not drawn)
  102	102	109	-2	104	107	6	3
COc1ccc(NC(=O)CN(C)CC(=O)Nc2ccc(Cl)cc2F)cc1
  99	106	105	-3	97	101	7	7
Cn1c(N)c(C(=O)COC(=O)c2ccc(Cl)c(S(=O)(=O)N3CCCC3)c2)c(=O)n(C)c1=O
  102	124	108	-3	101	114	1	1

# Single records (already shown). Values in the order: RPL19A-GFP yeast, LAP4-GFP MLPCN, CIT2 TOR yeast, procasp7 counter, MEP2 TOR yeast, AGP1 TOR yeast, procasp3 activ, AHR activator
# Record of COc1ccc(NC(=O)CN(C)CC(=O)Nc2ccc(Cl)cc2F)cc1 : 99, 106, 105, -3, 97, 101, 7, 7
# Record of Cc1ccc2c(COC(=O)C3CSC4(C)CCC(=O)N34)cc(=O)oc2c1C (stereo not drawn) : 101, 104, 108, -5, 105, 103, -11, 2
